H9c2 TAG inh: inhibitors of triacylglycerol accumulation, primary screen, cell-based, uHTS, fluorescence, H9c2; H9c2 cells, Nile Red lipid (TAG) fluorescence; cells loaded with 200 µM oleic acid; 230,000 compounds, 0.66% hits; AID 651582, 2012; inhibition, % at 12.5 µM;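 active = pattern-corrected inhibition of lipid staining of at least 50% with the nuclear-stain viability signal not falling by more than 50%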;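 note: 0% = DMSO wells and 100% = triacsin C control wells; some results filed as inactive read as strong as hits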
H9c2 TAG inh DAPI viability: recorded beside H9c2 TAG inh, whose call it bears; DAPI nuclei signal change (viability), lower = more cytotoxic, %;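 whole-well DAPI fluorescence read on a plate reader as a viability signal; minus 50 percent equals half of cells still viable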
Active calls of the source: *. Not all compounds are listed; rates above refer to the full screens.

Every second line gives: H9c2 TAG inh, H9c2 TAG inh DAPI viability
- O=P1(O)C=C(c2ccccc2)OC(c2ccccc2)=C1
 : -13, 12
- COc1ccc(OC)c(CNn2c(-c3ccccc3F)nc3ccccc3c2=O)c1
 : 0, -7
- O=C(NCCC(=O)N1CCN(S(=O)(=O)c2ccccc2Cl)CC1)Nc1ccccc1
 : 5, -4
- CCCNS(=O)(=O)c1ccc(OCC(=O)N2CCc3ccccc3C2)c(C)c1
 : -6, -2
- Cc1ccc(S(=O)(=O)c2c(C)nn(C(C)(C)C)c2OC(=O)CC(C)C)cc1
 : 3, 3
- COc1ccc(-n2c(C)c([N+](=O)[O-])c3ccc(O)c(CN(C)C)c32)cc1
 : 8, 5
- CC(=O)Nc1ccccc1C(=O)C(=O)Nc1ccc(Cl)cc1
 : -1, 3
- S=C(Nc1ccc(Oc2ccccc2)cc1)N(CCCN1CCOCC1)Cc1ccccn1
 : -11, 7
- CCC(c1nnnn1CCOC)N1CCN(c2nc3ccccc3s2)CC1 (configuration not stated)
 : -15, -1
- CC(C)c1ccc(S(=O)(=O)N2CCN(C(=O)c3cccc(F)c3)CC2)cc1
 : -15, -9

One compound at a time, from the list above.
`O=P1(O)C=C(c2ccccc2)OC(c2ccccc2)=C1` is listed as H9c2 TAG inh = -13; H9c2 TAG inh DAPI viability = 12
`COc1ccc(OC)c(CNn2c(-c3ccccc3F)nc3ccccc3c2=O)c1` is listed as H9c2 TAG inh = 0; H9c2 TAG inh DAPI viability = -7

(listing goes on)
Every second line gives: H9c2 TAG inh, H9c2 TAG inh DAPI viability
- Cc1ccc(NC(=O)CCn2cccc2)cc1Cl
 : 1, -2
- Cc1cccc(NS(=O)(=O)c2cn(C)c(=O)n(C)c2=O)c1C
 : -7, 6
- Cc1ccc(NC(=O)CN2C(=O)NC(C)(C3CC3)C2=O)cc1S(=O)(=O)N1CCCCC1 (configuration not stated)
 : -27, -2
- O=C(Nc1ccc(-c2nnn(CC(=O)N3CCN(C(=O)c4ccco4)CC3)n2)cc1)c1ccc(F)cc1
 : 7, 4
- CN1CCC[C@@H]1CCNC(=O)c1cccc2c1C(=O)c1ccc(N3CCCC3)cc1S2(=O)=O
 : 8, -8
- Cc1ccc(C(=O)COC(=O)c2ccc(Br)o2)cc1C
 : -13, 14
- COc1cc(/C=N/NC(=O)/C(=C\c2ccc([N+](=O)[O-])cc2)NC(=O)c2ccccc2)cc(OC)c1O
 : -14, 3
- COc1ccccc1-c1nnc2sc(COc3ccc(Cl)cc3)nn12
 : 14, -7
- O=C(NCCCc1ccccc1)c1ccncc1
 : -7, 4
- CN(C)S(=O)(=O)N(CC(=O)Nc1ccccc1F)c1ccccc1
 : -2, -6
- CC1(c2ccccc2Cl)NC(=O)N(CC(=O)NCc2ccco2)C1=O (configuration not stated)
 : 6, -8
- Cc1csc(Sc2nc3c(c(=O)[nH]c(=O)n3C)n2Cc2ccccc2Cl)n1
 : 9, -2
- C=CCN(c1ccccc1)S(=O)(=O)c1cccc(C(=O)Nc2ncccc2O)c1
 : -6, 6
- O=C(CCSc1nc(-c2ccco2)cc(C(F)(F)F)n1)N1CCN(c2ccccc2)CC1
 : -30, 1
- COc1ccc(/C=N/NC(=O)c2ccc3nc[nH]c3c2)cc1OC
 : 3, 8
- Nc1cc(S(=O)(=O)N2CCOCC2)ccc1Oc1cccc(Br)c1
 : -18, -8
- Nc1nc(Nc2ccccc2F)nc(NCc2ccco2)c1[N+](=O)[O-]
 : 10, -4
- CCOC(=O)C1(CCCc2ccccc2)CCN(C(=O)CCC2=NNC(=O)CC2)CC1
 : -5, -2
- OCC1OC(n2cnc3c(NCc4ccco4)ncnc32)C(O)C1O (configuration not stated)
 : 85, -56
- Cc1cc(NC(=O)COC(=O)CC2CCCC2)c([N+](=O)[O-])cc1C
 : -14, 0
- Cc1cccc(OCCSc2nc3ncnc(N)c3[nH]2)c1
 : 0, -3
- COc1ccc(C=CC(O)CCN2CCC3CCC(C3)C2)cc1 (configuration not stated)
 : 4, 6
- O=C(NC(Cc1c[nH]c2ccccc12)C(=O)N/N=C/c1ccc(Br)cc1)c1cccs1 (configuration not stated)
 : 11, -5
- CCN(CC)C(=O)C1=C(C)N(CCCOC)C(=O)C(CC(=O)NCc2ccco2)C1 (configuration not stated)
 : -11, -4
- COc1ccccc1N1CC(C(=O)Nc2cccc(C(=O)O)c2)CC1=O (configuration not stated)
 : -19, 17
- COc1ccc(S(=O)(=O)NCC2CCCN(Cc3ccc(C)o3)C2)cc1 (configuration not stated)
 : -1, 3
- COc1cccc(NC(=O)C2(C)CCN2C(=O)C2CCCCC2)c1 (configuration not stated)
 : -7, 0
- CCc1ccc2[nH]c3nc(SCc4nnc(-c5ccc(C)cc5)o4)nnc3c2c1
 : -21, -3
- O=C(NCCc1ccc(Cl)cc1)C1CCC(CNc2c(N3CCCCC3)c(=O)c2=O)CC1 (configuration not stated)
 : -15, 3
- Cc1ccc(-c2nn3c(C)nnc3s2)cc1NC(=O)c1ccc(-c2cccc(Cl)c2)o1
 : 38, 3
- CCOC(=O)C(=NCCCN(C)C)NNc1cc(C(F)(F)F)ccc1Cl
 : 1, 15
- CC(=O)C1(O)C(C)CC2C3CC=C4CC(O)CCC4(C)C3CCC21C (configuration not stated)
 : 1, 10
- CCOC(=O)c1nc(C)sc1-c1ccnn1S(=O)(=O)c1ccc(Cl)cc1Cl
 : 8, 4
- CCc1nc2c(OCCn3cccc3)cccn2c1N(C)C(=O)c1ccc(OC)cc1
 : -8, 6
- O=C(/C=C/c1ccccc1)NC(=S)NNC(=O)Cc1cccs1
 : 2, 4
- CC(=O)Nc1ccc(S(=O)(=O)NCCC(=O)NCCc2ccc(F)cc2)cc1
 : -7, 2
- CCCCOc1ccc(C(=O)Nc2ccc(N3CCN(C)CC3)cc2)cc1
 : 14, 2
- Cc1noc(C)c1CSCC(=O)N(C)CC(=O)Nc1ccc(F)cc1
 : -4, -3
- CC[C@H](C)[C@H](NC(=O)c1ccc(Cl)cc1)C(=O)OCC(=O)c1ccc2c(c1)NC(=O)CO2
 : -1, -7
- CS(=O)(=O)Nc1ccc(Br)cc1C(=O)c1ccccc1
 : 12, -16
- CC(=O)c1cccc(NC(=O)c2ccc(C(=O)Nc3cccc(C(C)=O)c3)nc2)c1
 : 12, 11
- CC(=O)Nc1ccc(S(=O)(=O)NCc2ccc(C)cc2)cc1
 : -10, 3
- CC(=O)c1ccc(NC(=S)Nc2cccc3ccccc23)cc1
 : 5, 13
- CC1C(c2ccccc2)=Nn2c(=O)n(-c3ccccc3)c(=O)n21 (configuration not stated)
 : -32, 15
- COCCNCC(=O)N1CCCCCC1
 : 3, 3
- Cc1ccc(-c2nn(-c3ccc(F)cc3)cc2C(=O)NCC2CCCO2)cc1 (configuration not stated)
 : -38, -6
- C=CC[C@@H](CC(=O)N(CCO)Cc1ccccc1)C(=O)NC[C@@H](OC(=O)[C@@H](CC=C)Cc1ccc(F)cc1)c1ccccc1
 : 14, -3
- CCNc1c(N)c(=O)oc2ccccc12
 : -3, 5
- COc1ccccc1-c1noc(CCC(=O)NC2CCCCC2)n1
 : 4, 4
- COc1cc2c(C#N)c(N3CCCCC3)nc(N)c2c(N)n1
 : 2, 12

(continued)
Every second line gives: H9c2 TAG inh, H9c2 TAG inh DAPI viability
- COCc1cc(C)nc(OCC(=O)N/N=C/c2ccc(C)cc2)c1C#N
 : 0, -3
- Cc1ccc(O)c(C(CC(=O)NCc2cccnc2)c2ccccc2)c1 (configuration not stated)
 : 6, -10
- CSc1nsc(SC)c1C(=O)O
 : -1, 0
- Cn1cc(S(=O)(=O)N2CCN(C(=O)c3ccco3)CC2)c(=O)n(C)c1=O
 : 10, -5
- CC(=O)c1c(C)[nH]c(C(=O)OCc2c(F)cccc2Cl)c1C
 : -10, -1
- CC(CCc1ccccc1)NCc1cccc2ccccc12 (configuration not stated)
 : -3, 7
- CCN(CC)S(=O)(=O)c1ccc(NC(=O)c2cccs2)cc1
 : 14, 5
- Cc1occc1-c1nnc(SCC(=O)N2CCCc3ccccc32)n1Cc1ccco1
 : -17, 9
- O=C1c2ccc(-c3ccc4c(c3)C(=O)N(CCCO)C4=O)cc2C(=O)N1CCCO
 : 8, -4
- Cc1ccc(NC(=O)c2cncc(Br)c2)c(O)c1
 : -6, -2
- OC(c1ccccc1)(c1nc(-c2ccc(Cl)cc2)cs1)C(F)(F)F (configuration not stated)
 : -20, 8
- Cc1noc(C)c1COC(=O)CCCc1c[nH]c2ccccc12
 : 1, -7
- Cc1cc(C)nc(N2CCC(C(=O)NCCc3ccccc3)CC2)n1
 : 5, 15
- CCCS(=O)(=O)Nc1c(C(=O)O)[nH]c2ccc(OC)cc12
 : 10, -8
- O=C1COc2ccc(C(=O)COC(=O)c3ccccc3[N+](=O)[O-])cc2N1
 : 39, -3
- Cc1ccc(C)c2[nH]c(=O)c(CCNC(=O)CC(C)(C)C)cc12
 : -4, -2
- Cc1ccc(S(=O)(=O)NCc2ccccc2)cc1C(=O)N(C)CC(=O)Nc1c(Cl)cccc1Cl
 : 10, 4
- CC(=O)NC1(C(=O)O)CCCC1
 : 1, 7
- COc1cccc(C2=NOC(C(=O)Nc3c(C)n(C)n(-c4ccccc4)c3=O)C2)c1 (configuration not stated)
 : 6, -2
- CCCc1nc2ccccc2c(NC(=O)CN(CC)CC)c1CC
 : 7, -2

As a working copy, some entries already given.
Every second line gives: H9c2 TAG inh, H9c2 TAG inh DAPI viability
- Cn1cc(S(=O)(=O)N2CCN(C(=O)c3ccco3)CC2)c(=O)n(C)c1=O
 : 10, -5
- CC(=O)c1c(C)[nH]c(C(=O)OCc2c(F)cccc2Cl)c1C
 : -10, -1
- CC(CCc1ccccc1)NCc1cccc2ccccc12 (configuration not stated)
 : -3, 7
- CCN(CC)S(=O)(=O)c1ccc(NC(=O)c2cccs2)cc1
 : 14, 5
- Cc1occc1-c1nnc(SCC(=O)N2CCCc3ccccc32)n1Cc1ccco1
 : -17, 9
- O=C1c2ccc(-c3ccc4c(c3)C(=O)N(CCCO)C4=O)cc2C(=O)N1CCCO
 : 8, -4
- Cc1ccc(NC(=O)c2cncc(Br)c2)c(O)c1
 : -6, -2
- OC(c1ccccc1)(c1nc(-c2ccc(Cl)cc2)cs1)C(F)(F)F (configuration not stated)
 : -20, 8
- Cc1noc(C)c1COC(=O)CCCc1c[nH]c2ccccc12
 : 1, -7
- Cc1cc(C)nc(N2CCC(C(=O)NCCc3ccccc3)CC2)n1
 : 5, 15
- CCCS(=O)(=O)Nc1c(C(=O)O)[nH]c2ccc(OC)cc12
 : 10, -8
- O=C1COc2ccc(C(=O)COC(=O)c3ccccc3[N+](=O)[O-])cc2N1
 : 39, -3
- Cc1ccc(C)c2[nH]c(=O)c(CCNC(=O)CC(C)(C)C)cc12
 : -4, -2
- Cc1ccc(S(=O)(=O)NCc2ccccc2)cc1C(=O)N(C)CC(=O)Nc1c(Cl)cccc1Cl
 : 10, 4

Remaining list, next part
Every second line gives: H9c2 TAG inh, H9c2 TAG inh DAPI viability
- Cc1cc(-c2ccncc2)n2ncc(-c3ccccc3)c2n1
 : 10, 0
- NC(=O)c1ccccc1N/C=C/C(=O)c1ccco1
 : 7, -3
- Cc1nnc(SCc2cc(=O)oc3cc(O)ccc23)n1Cc1ccccc1
 : 3, -4
- Cc1ccc(S(=O)(=O)N(C)C)cc1NC(=O)COC(=O)COc1ccccc1[N+](=O)[O-]
 : 12, -8
- O=C(c1ccccc1)c1ccncc1
 : 17, -9
- CCn1c(SCC(=O)Nc2nc(C)cs2)nnc1-c1ccco1
 : 4, -2
- Cc1ccc(N(O)C(=O)OCCNC(=O)Nc2ccccc2)cc1
 : 8, -1
- CC(=O)NC(C)(c1ccccc1)c1nc(-c2cccc(C#N)c2)cs1 (configuration not stated)
 : -16, 12
- O=c1[nH]c2ccc(S(=O)(=O)N3CCN(c4ccccc4F)CC3)cc2s1
 : -1, 5
- COc1ccc([C@H]2C[C@H](O)[C@@H](n3cc(-c4ccc(F)cc4)nn3)CN2C(=O)c2cccs2)cc1
 : -1, -4
- Cc1onc(C(=O)Nc2sc3c(c2C(N)=O)CCCC3)c1[N+](=O)[O-]
 : -2, 9
- CCOc1cccc(N2C(=O)CC(NCc3ccc(S(N)(=O)=O)cc3)C2=O)c1 (configuration not stated)
 : -5, 6
- Cn1cccc1C(=O)NC(=O)COC(=O)Cc1coc2ccc3ccccc3c12
 : 15, -6
- CN1C(=O)C2(c3ccccc31)c1c(oc3ccccc3c1=O)C(=O)N2CCO (configuration not stated)
 : 8, -10
- COc1ccc(C(=O)N/N=C/c2cc(Br)ccc2O)cc1OC
 : 56*, -19*
- COc1ccc(OC)c(NC(=O)Cn2cc(C=O)c3ccccc32)c1
 : 0, -6
- O=C(OC1CCOC1=O)c1cc(-c2ccccc2)nc2ccccc12 (configuration not stated)
 : -9, 6
- CSc1ccc(Cn2c(C)c(C(=O)NCc3ccccc3C(F)(F)F)sc2=O)cc1
 : 1, -1
- CC(C)[C@H](NC(=O)c1ccccc1Cl)C(=O)OCC(=O)Nc1ccc(S(=O)(=O)N2CCOCC2)cc1
 : 11, 3
- CCc1nc2ccc(C(=O)NCc3ccc(OC)cc3)cn2c1N(C)Cc1ccc(OC)cc1
 : 3, -6
- COc1ccc(CC(=O)NCC2(c3ccc(OC)c(OC)c3)CCOCC2)cc1
 : -9, 9
- O=S(=O)(NCCN1CCOCC1)c1cc(Cl)ccc1Cl
 : 3, 0
- N#C/C(=C\N1CCCCC1)S(=O)(=O)c1ccc(Cl)cc1
 : -16, -7
- COc1ccc2[nH]cc(CCNC(C)=O)c2c1
 : 5, -4
- Cc1ccc(S(=O)(=O)N2CCN(C(=O)COC(=O)c3nc(Cl)ccc3Cl)CC2)c(C)c1
 : 13, -1
- O=C(NCC1CCCO1)c1ccccc1OCc1ccc(Cl)cc1 (configuration not stated)
 : -14, 2
- CC(=O)NCC(=O)NNC1CC(=O)N(c2cccc(Cl)c2)C1=O (configuration not stated)
 : 11, -9

Compound activity deposited in PubChem BioAssay by Sanford-Burnham Center for Chemical Genomics.
